Screening results (PubChem BioAssay)
aDG glyco act – increases alpha dystroglycan glycosylation | Pro5-aDG cells, alpha-DG glycosylation AlphaScreen (IIH6); 0% Pro5, 100% B10-LARGE cell signal | activation, % at 10 µM | AID 624168 | 360,000 tested, 0.22% active;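 active = activation of at least 8% versus controls, or a plate z-score of at least 8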;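 also: Pro5 are CHO cells carrying HIG-tagged alpha-DG that lacks glycosylation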
NOD2 RIPK2 PPI – NOD2-RIPK2 protein interaction inhibition | inhibition, % at 4.98 µM | O43353 | 360,000 tested, 0.38% active | CHO BLA complementation NOD2-RIPK2, CCF4 ratio | AID 624267; in the data active = inhibition above about 21%;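 also: 0% = vehicle only and 100% = reference blocker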
Target sequence (O43353 whole entry, looked up): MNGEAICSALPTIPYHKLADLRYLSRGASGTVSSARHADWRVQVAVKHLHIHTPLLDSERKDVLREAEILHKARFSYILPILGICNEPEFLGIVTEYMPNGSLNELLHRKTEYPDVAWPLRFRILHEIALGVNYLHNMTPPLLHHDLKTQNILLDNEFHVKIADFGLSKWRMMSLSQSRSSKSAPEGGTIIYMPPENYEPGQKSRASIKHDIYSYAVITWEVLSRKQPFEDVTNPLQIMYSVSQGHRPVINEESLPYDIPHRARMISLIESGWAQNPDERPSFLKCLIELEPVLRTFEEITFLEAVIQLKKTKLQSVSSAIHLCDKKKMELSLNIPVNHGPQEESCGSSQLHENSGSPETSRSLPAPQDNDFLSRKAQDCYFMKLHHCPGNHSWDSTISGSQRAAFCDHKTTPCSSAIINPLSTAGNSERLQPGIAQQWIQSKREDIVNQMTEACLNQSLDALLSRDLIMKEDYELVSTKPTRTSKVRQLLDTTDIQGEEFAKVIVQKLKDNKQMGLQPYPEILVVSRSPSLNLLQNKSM
ABCB6 inh MLPCN – inhibitors of human ABC transporter ABCB6 | Q9NP58 | K562-ABCB6 porphyrin accumulation, flow cytometry, 1 h; active compounds read low | fluorescence ratio to DMSO, % at 10 µM | 360,000 tested, 0.19% active | AID 602162;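 active = fluorescence ratio to DMSO below 75%, the collection mean minus 3 SD; inconclusive = too few cells collected in the well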;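 also: signal is porphyrin accumulated inside mitochondria; 100% equals median channel fluorescence of DMSO control wells; lower ratio means ABCB6 inhibition with less porphyrin fluorescence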
N-glyco inh – N-linked glycosylation inhibition; D54 ERlucT glycosylation luciferase reporter, 24 h; percent of 100 nM tunicamycin response; reporter increase, % at 12.5 µM; 360,000 tested, 0.23% active;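 active = mean luciferase reporter signal, scaled so untreated is 0 and the glycosylation-blocking control 100, at or above a set limit in every replicate; inconclusive = mean reaches the limit but not every replicate does; inactive = mean below the limit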;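 also: luciferase carries N-glycosylation sites so blocking glycosylation raises the light; 0% = median of neutral control wells and 100% = median of 100 nM tunicamycin wells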
Granule exo inh – lytic granule exocytosis inhibition. 360,000 tested, 0.66% active. inhibition, % at 10 µM. TALL-104 LAMP-1 surface exposure, flow cytometry; cells stimulated with thapsigargin and PMA;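 active = inhibition above about 55%, limit read from the data; inconclusive = no clear call, values can overlap the other calls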
MC4R ag barr – agonists of human melanocortin 4 receptor (MC4R) beta-arrestin | activation, % at 8.9 µM | 360,000 tested, 0.98% active | U2OS MC4R beta-arrestin complementation, luminescence; percent of melanotan II response, DMSO zero;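 active = activation above a per-plate cutoff, the mean activation of sample wells on that plate plus 3 SD, cut at about 8% in these data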
Target sequence (P32245 whole entry, looked up): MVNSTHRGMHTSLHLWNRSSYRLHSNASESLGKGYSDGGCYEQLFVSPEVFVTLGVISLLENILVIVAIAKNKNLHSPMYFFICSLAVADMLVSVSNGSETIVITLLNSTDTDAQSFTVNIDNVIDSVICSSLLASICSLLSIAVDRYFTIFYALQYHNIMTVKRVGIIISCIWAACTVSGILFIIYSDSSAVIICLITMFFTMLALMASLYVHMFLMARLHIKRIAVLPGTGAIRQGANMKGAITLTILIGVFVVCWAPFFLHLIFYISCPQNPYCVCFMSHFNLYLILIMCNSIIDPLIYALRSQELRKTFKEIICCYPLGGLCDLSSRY
ABHD5-PLIN5 inh – ABHD5-PLIN5 protein interaction inhibition | Q00G26+Q8WTS1 | Split G. princeps luciferase complementation, luminescence, 4 h | inhibition, % at 4 µM | 360,000 tested, 0.78% active | AID 602281;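 active = inhibition above the mean inhibition across every tested compound plus 3 SD, cut at about 22% in these data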;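 also: 0% = DMSO only wells and the 100% control is not disclosed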
TLR9-MyD88 block – TLR9-MyD88 interaction inhibition. inhibition, % at 4.98 µM. CHO BLA complementation TLR9-MyD88, CCF4 FRET ratio. Q9NR96+Q99836. 340,000 tested, 0.21% active. AID 504734;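 active = inhibition above the mean over all tested compounds plus 3 SD, cut at about 21% in these data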;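 also: 0% = DMSO only wells and 100% = clavulanate BLA inhibitor control wells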
MC4R antag cAMP – antagonists of human melanocortin 4 receptor (MC4R). AID 540295. MC4R-expressing cells, MTII-stimulated cAMP, LANCE TR-FRET. inhibition, % at 6.5 µM. 360,000 tested, 0.48% active;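 active = inhibition above its plate's cutoff, the mean of tested wells on that plate plus 3 SD, cut at about 29% in these data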;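 also: 0% = Melanotan II alone and 100% = Melanotan II plus saturating MCL0020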
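material = U2OS cells stably expressing human melanocortin 4 receptor (MC4R) | also added = Melanotan II challenge | dosing = single nominal compound dose of 6.5 µM | detection = TR-FRET with Eu-cAMP and labeled anti-cAMP, 671 nm | replication = singlicate | timing = compound 30 min, challenge 1 h, detection 1 h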
Vif inh – HIV Vif inhibition; HEK293T cells, Vif self-association by quenched fluorescence, imaging, 24 h; inhibition, % at 7.49 µM; 340,000 tested, 0.35% active; in the data active = inhibition above about 50%, passing the limit was not always enough; inconclusive = no clear call, values can overlap the other calls; inactive = below about 31%; also: some results filed as inactive read as strong as hits
* = called active by the depositor; u = inconclusive; x = not tested or not shown.

SMILES	aDG glyco act	NOD2 RIPK2 PPI	ABCB6 inh MLPCN	N-glyco inh	Granule exo inh	MC4R ag barr	ABHD5-PLIN5 inh	TLR9-MyD88 block	MC4R antag cAMP	Vif inh
O=C1CC(Nc2ccc(N3CCOCC3)cc2)C(=O)N1c1ccccc1F (configuration not stated)	0.0	-16	98	1	4	-1.2	-12	8	5	13
COc1cccc(-c2noc(C(C)n3nc(C)c([N+](=O)[O-])c3C)n2)c1 (configuration not stated)	-0.1	-7	100	-2	-7	0.2	6	5	6	18
CCCCCn1cnnc1SCC(=O)c1c(N)n(C2CC2)c(=O)[nH]c1=O	-0.3	-2	96	2	-3	-1.7	1	-2	1	-2
CCC(Sc1ncnc2c1nnn2-c1ccc(F)cc1)C(=O)OC (configuration not stated)	0.0	-7	90	0	-2	-2.1	-6	-1	9	-1
CCc1cccc(CC)c1NC(=O)CSc1nnc(C(C)C)n1CC	0.0	-4	87	-1	-1	-0.7	1	-4	-4	16
CC(=O)Nc1ccc(N2C(=O)CSC2c2cccc(Br)c2)cc1 (configuration not stated)	-0.1	-3	95	2	-1	-3.2	1	3	8	12
O=C(NC1CCN(S(=O)(=O)c2ccc(F)cc2)CC1)c1ccccc1	0.0	1	97	2	1	-0.7	5	0	9	16
COCCn1nnnc1C(c1cccc(OC)c1OC)N1CCN(C(=O)c2ccco2)CC1 (configuration not stated)	-0.1	-3	99	3	2	-1.4	2	-14	7	5
Cc1ccc(-c2nn3cnnc3c3ccccc23)cc1	1.2	1	94	1	-3	-1.5	-1	0	13	-11
CCN(CC)CCCCOc1ccccc1OC	0.3	9	82	0	-2	-2.9	-10	-4	1	3
CCOC(=O)C1CCCN(C(=O)c2ccccc2NC(C)=O)C1 (configuration not stated)	-0.1	0	81	1	6	-0.5	-6	0	-3	8
Brc1ccc(CSc2nnc(-c3cnccn3)n2Cc2ccco2)cc1	-0.2	9	99	-3	0	-0.1	8	-2	-16	x
CC1CCN(C(=O)COC(=O)c2cc([N+](=O)[O-])ccc2N2CCOCC2)CC1	0.2	8	100	-1	1	-2.0	2	8	2	17
CCOC(=O)Cc1nnc(NC(=O)c2ccccc2OC)s1	0.2	-5	98	-1	0	-0.8	-4	2	0	11
COc1ccc(-c2cc(-c3ccccc3)nc(SCC(=O)Nc3nccs3)c2C#N)cc1	-0.1	-7	93	-4	-9	-0.8	3	-4	-3	8
Cc1ccccc1Nc1nc(N)nc(COC(=O)c2ccc3c(c2)OCCO3)n1	-0.4	-10	95	2	-4	-1.2	1	-8	-5	8
NC(=O)c1ccccc1OCc1cccc2ccccc12	0.1	-2	98	-4	-12	-1.4	5	-2	-1	2
CC1(c2ccc([N+](=O)[O-])cc2)NC(=O)N(CC(=O)Nc2ccc(N3CCCCC3)cc2)C1=O (configuration not stated)	-0.7	3	91	-2	-2	-4.6	-4	-8	-5	-1
O=C(O)CCCNS(=O)(=O)c1ccc2ccccc2c1	-0.1	-5	103	2	10	0.1	3	-1	6	-12
CCCC(=O)Nc1ccc(C(=O)Nc2cc(C(F)(F)F)ccc2Cl)cc1	2.0	-3	101	3	0	2.5	4	-8	7	-13
Cc1cccc(C(=O)Nc2ccccc2SCC2CSc3nc4ccccc4c(=O)n32)c1 (configuration not stated)	0.3	-13	98	-11	2	-0.4	2	-9	4	-7
CCC(C)NC(=O)NC(=O)N(C1CCCCC1)S(C)(=O)=O (configuration not stated)	-0.3	-14	94	2	-1	1.6	-4	0	2	1
COc1ccc(/C=C2/CCCC(CN(C)C)C2=O)cc1 (configuration not stated)	-0.6	-10	97	9	0	-3.1	-2	-7	5	8
CC(C)(C)C(=O)OCc1cn(-c2ccc(Cl)cc2)nn1	0.1	7	92	0	-2	-1.2	-8	2	-3	-12
Cc1cccc(N(CC(=O)NC2CCCCC2)C(=O)c2ccc(C)s2)c1	0.6	14	95	-3	2	0.9	-3	10	7	-9
CN(C)CCC1CCN(c2cc(C#N)c(C#N)cc2[N+](=O)[O-])CC1	0.2	2	94	-2	4	-0.8	0	8	-1	14
O=C(COC(=O)/C=C/c1cccc([N+](=O)[O-])c1)NCC1CCCO1 (configuration not stated)	-0.1	2	102	1	0	-2.6	-6	-3	11	2
CN(C(=O)OC(C)(C)C)[C@H](Cc1ccccc1)C(=O)N[C@H]1CCCCNC1=O	-0.1	5	111	1	-4	-0.6	-6	0	5	-4
COc1cc(NC(=O)c2ccccc2Cl)ccc1NC(=O)c1cccs1	0.0	-4	84	0	2	-2.2	-3	-2	-4	1
Cc1ccnc(NC(=O)c2sc3cc(Cl)ccc3c2Cl)c1	0.1	-4	99	-10	1	-2.9	1	9	8	1
CCOC(=O)[C@H]1[C@H]2COc3cc(OC)ccc3[C@@H]2N2C(=O)N(c3ccc(Cl)cc3)C(=O)[C@@]12C	-0.2	-19	100	0	3	-0.1	-2	-2	11	3
CCN(CC)C(=O)CN1C(=O)C(=O)c2ccccc21	1.5	0	84	1	10	-1.0	-11	-5	4	1
COc1ccccc1NS(=O)(=O)c1cccc2nsnc12	0.0	1	96	0	-1	-0.5	-3	-1	3	1
COc1cc(/C=C(/C#N)c2ccc(C)cc2)ccc1Oc1ccc([N+](=O)[O-])cn1	0.4	-4	96	-12	0	1.6	-1	8	7	-35
CCOC(=O)c1c(NC(=O)Cc2ccccc2)sc2c1CCN(CC)C2	0.1	-6	97	-8	13	1.5	0	-5	7	-4
CCCCCc1cc(=O)oc2c(C(CCN3CCCC3)c3cc(OC)c(OC)c(OC)c3)c(OC)cc(OC)c12 (configuration not stated)	-0.3	2	102	-7	-5	2.1	18	0	15	-3
COc1cccc(NC(=O)CCSc2ccc(C)cc2)c1	-0.1	1	94	1	2	-0.5	-3	3	-2	-2
CCOC(=O)C1=C(C)NC(C)=C(C(=O)OCC)C1c1sccc1C	0.3	1	83	2	-1	2.4	-6	-9	-4	-4
COc1cc(CNc2ccc(CNc3ncn[nH]3)cc2)cc(Cl)c1OCc1ccccc1	-0.1	2	95	-5	-13	4.6	11	-2	-6	4
CCOC(=O)CSc1nnc(CNC(=O)c2ccc(S(=O)(=O)N3CCOCC3)cc2)n1C	0.0	3	95	2	3	-0.1	2	7	5	1
Cc1occc1C(=O)Nc1ccccc1NC(=O)c1ccoc1C	-0.2	2	88	1	0	-0.1	3	-4	3	-8
COCCn1c(-c2ccc(SC)cc2)nc2c1c(=O)[nH]c(=O)n2CC(C)C	0.0	3	95	0	1	-0.9	3	-2	15	-6
CN(Cc1ccccc1)C(=O)c1ncn2c1C(=O)N(C)CC2	-0.1	-6	103	2	-1	0.2	2	-10	14	1
CCSc1nnc(NC(=O)CSc2nnc(C)c(=O)n2N)s1	0.1	-4	99	1	-1	-4.7	6	-2	-2	9
Cc1ccc(S(=O)(=O)Nc2ccc3ccccc3c2)cc1	0.1	-1	98	-5	0	9.4*	4	-3	2	-11
C(=N\n1cnnc1)/c1ccc(N2CCOCC2)s1	-0.1	-14	118	4	2	-0.8	-4	-5	-2	18
C=CCn1c(SCCOc2ccc(OC)cc2)nnc1C(CO)NC(=O)c1ccc(OC)cc1 (configuration not stated)	-0.1	-5	82	1	-2	-3.3	0	-1	-6	9
C/C(=N\NC(=O)c1ccc(Cl)cc1)c1cccc(NC(=O)C(C)C)c1	-0.3	8	101	4	-1	1.1	-1	1	9	-5
CCC(C)NS(=O)(=O)c1ccc(NC(C)=O)cc1 (configuration not stated)	0.5	-3	99	5	2	-0.5	6	9	-2	-2
CCn1ncc(Br)c1C(=O)Nc1c(C)nn(Cc2c(F)c(F)c(F)c(F)c2F)c1C	0.1	2	98	-3	-6	-2.6	-2	-10	7	-8
COc1cccc(OCc2cc(C(=O)N(C)CCOc3ccc(C)cc3)no2)c1	0.0	-12	95	0	-16	0.1	3	-9	-1	-2
C=CCOC(=O)C1=C[C@@H](c2ccc3c(c2)OCO3)C[C@@H](OCCCCO)O1	0.1	-5	99	1	-1	-1.2	7	-16	9	6
CCOC(=O)c1c(NC(=O)CN2C(=O)NC3(CCCCC3C)C2=O)sc(C)c1C (configuration not stated)	0.0	2	95	7	-3	1.4	-5	-12	8	-8
Cc1cc(C)c2nc(N3CCCC(C(=O)NC4CCCC4)C3)sc2c1 (configuration not stated)	0.6	5	95	-1	-2	-0.7	-5	-2	5	-5
O=C(COC(=O)C1CC(=O)N(c2nc(-c3ccccc3)cs2)C1)c1ccccc1 (configuration not stated)	0.0	-3	83	1	-1	-0.9	8	-6	4	4
C=CCN1CCN(C(=O)c2ccc(-c3ccccc3)cc2)CC1	-0.1	6	102	0	-2	-0.2	-1	-8	17	8
CCOc1ccc(Oc2ccc(Cl)cc2NC(=O)CCNC(C)=O)cc1	0.0	6	104	1	-1	-0.6	-3	12	3	-6
CN(CC(=O)N1CCN(c2ccccc2)CC1)C1CCCc2ccccc21 (configuration not stated)	0.1	-9	95	-2	10	2.8	-3	-3	5	-16
Cc1occc1C(=O)Nc1ccc(S(N)(=O)=O)cc1	-0.3	-10	99	-1	7	-4.6	2	2	2	0
O=C1CC(c2ccccc2)N1c1ccccc1 (configuration not stated)	-0.1	-3	109	-4	-4	-0.2	7	1	4	-3

A few values from the results shown:
`O=C1CC(c2ccccc2)N1c1ccccc1` (configuration not stated) | NOD2 RIPK2 PPI = -3
`CCOc1ccc(Oc2ccc(Cl)cc2NC(=O)CCNC(C)=O)cc1` | N-glyco inh = 1

Following part.
SMILES	aDG glyco act	NOD2 RIPK2 PPI	ABCB6 inh MLPCN	N-glyco inh	Granule exo inh	MC4R ag barr	ABHD5-PLIN5 inh	TLR9-MyD88 block	MC4R antag cAMP	Vif inh
CSc1ncccc1C(=O)Nc1nc2c(C)cccc2s1	3.7	3	105	0	0	-1.5	6	-2	-3	x
CC(C)Cc1ccc(C(C)C(=O)Nc2ccccc2O)cc1 (configuration not stated)	1.2	13	94	-3	7	4.6	-13	-16	8	0
COc1cc(NC(=O)COC(=O)/C=C/c2ccc(Cl)cc2Cl)cc(OC)c1	-0.3	-1	94	1	0	-0.8	-1	-2	6	4
O=C1Nc2ccccc2/C1=N/N=C/c1cccc(O)c1	-0.1	-14	96	7	u	-1.6	1	-4	-9	-5
CCN(CC(=O)Nc1c(F)cccc1F)C(=O)CSc1nc(C)cc(C)n1	0.3	-4	92	-3	-1	-1.9	-4	1	14	-5
O=C(c1ccc2c(=O)n(-c3ccccc3)c(=S)[nH]c2c1)N1CCCCC1	3.5	-6	91	0	4	-3.0	0	-8	6	-18
COc1ccc(Nc2cc3n(c(=O)n2)CCc2cc(OC)c(OC)cc2-3)cc1	0.1	-5	106	1	0	-0.9	8	-1	-15	x

MC4R ag barr: hit marks shown above.
SMILES	aDG glyco act	NOD2 RIPK2 PPI	ABCB6 inh MLPCN	N-glyco inh	Granule exo inh	MC4R ag barr	ABHD5-PLIN5 inh	TLR9-MyD88 block	MC4R antag cAMP	Vif inh
Cc1ccc(S(=O)(=O)Nc2ccc3ccccc3c2)cc1	0.1	-1	98	-5	0	9.4*	4	-3	2	-11

Some of the compounds tested; count on the stated rates, not on these rows.
